Bioassay records from PubChem BioAssay.
S100A4 inh HTS: inhibitors of human S100A4 binding to myosin IIA peptide | AID 652163 | S100A4/TAMRA-MyoIIA peptide fluorescence polarization | P26447 | inhibition, % at 10.7 µM | hit rate 0.14% among 360,000;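 active = mean inhibition of at least 70% across replicates, with every replicate also reaching that level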
Target sequence (P26447 whole entry, looked up): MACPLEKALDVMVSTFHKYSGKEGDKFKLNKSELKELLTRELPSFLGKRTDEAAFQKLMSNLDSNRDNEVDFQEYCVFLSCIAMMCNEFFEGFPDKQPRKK
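incubation = readout 5 min after mixing, signal stable up to 60 min | system = S100A4 monomer protein | buffer or medium = HEPES pH 7.2 with CaCl2, KCl, NaCl, DTT, Triton | benchmarks = neutral control DMSO, positive control TFP | also added = fluorescent myosin IIA peptide, 5 nM | compound dosing = one concentration per compound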
PGC1a acetyl inh: PGC1a acetylation modulation, inhibitor mode. U2OS PGC1a acetylation, AlphaScreen anti-acetyl-lysine; with virally co-expressed GCN5 acetyltransferase. inhibition, % at 15.6 µM. hit rate 0.17% among 350,000;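 active = every replicate shows inhibition of at least 40%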;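 also: 0% = neutral control wells and 100% = positive control wells; some results beyond the cut were filed as inactive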
Xi reactivation: activators of X-chromosome reactivation in mouse fibroblasts. XiGFP mouse fibroblasts, % GFP-positive cells imaging, 3 d; cells co-treated with 5-aza-dC sensitizer; scaled so ellipticine positive control = 100%. activation, % at 7.58 µM. hit rate 0.055% among 360,000. AID 743238;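 active = mean normalized replicate activation at least 10% and every replicate at or above 10%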;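 also: 0% = median of on-plate neutral control wells and 100% = ellipticine 6 µM median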
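material = 68-5-11 XiGFP fibroblast line | medium = DMEM plus 5-aza-dC sensitizer | schedule = 3 days compound exposure | benchmarks = positive control ellipticine, 6 µM final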
Cneo AK release: causes C. neoformans cell lysis; adenylate kinase release luminescence, 4 h; normalised: neutral wells 0, clomiphene wells 100; hit rate 0.2% among 360,000; lysis activity, % at 15 µM;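 active = mean lysis activity across replicates of at least 80%, whatever share of replicates individually reach that level; inactive = mean lysis activity below 80%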
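Assay system: C. neoformans cells. Amount: yeast cell density of 5 × 10^6 cells/mL. Technique: AK luminescence. Buffer or medium: YPD. Times: static 4 h at 37 °C with compound, 1 h detection. Dosing: single-point compound dose. Read-out: lysis from increased AK signal.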
C2C12 statin: suppressors of simvastatin-induced myotoxicity in C2C12 myotubes | AID 602340 | hit rate 0.78% among 330,000 | rescue of ATP level, % at 7.49 µM | ATP luminescence, 48 h; scaled: DMSO 0, geranylgeraniol control 100;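 active = mean ATP rescue above about 67%, or every replicate alone reaching that limit, limit read from the data, passing the limit was not always enough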;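 also: myotubes were challenged with 10 µM simvastatin during compound exposure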
ERAP1 inh: blocks human ERAP1 aminopeptidase activity; Q9NZ08; recombinant ERAP1, Leu-AMC fluorescence, 60 min; inhibition, % at 10.7 µM; hit rate 0.15% among 340,000;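 active = mean replicate inhibition of at least 30%, or all replicates individually reaching that 30% level; inactive = mean below 30% and not every replicate reaching it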;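 also: 0% = neutral control wells and 100% = L-leucinethiol positive control wells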
SIRT5 inh: sirtuin-5 (human) deacylase inhibition; Q9NXA8; Purified SirT5, succinyl-peptide AMC, trypsin-coupled fluorescence; inhibition, % at 15 µM; hit rate 1.1% among 330,000; AID 652115; in the data active = inhibition above about 15%
Target sequence (Q9NXA8 whole entry, looked up): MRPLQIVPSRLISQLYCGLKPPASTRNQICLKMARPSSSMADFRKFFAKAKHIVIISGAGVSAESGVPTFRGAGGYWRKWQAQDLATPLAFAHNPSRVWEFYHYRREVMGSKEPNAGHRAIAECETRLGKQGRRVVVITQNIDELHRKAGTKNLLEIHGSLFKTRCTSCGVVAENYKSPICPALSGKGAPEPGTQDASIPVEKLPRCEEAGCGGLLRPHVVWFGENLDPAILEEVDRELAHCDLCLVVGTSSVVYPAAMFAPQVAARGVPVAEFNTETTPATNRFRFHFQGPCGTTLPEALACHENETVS
LGR2 inh: inhibitors of bursicon-induced Drosophila LGR2 receptor cAMP signaling; HEK293 LGR2, CRE-luciferase, bursicon-stimulated, 4 h; inhibition, % at 9.99 µM; hit rate 0.35% among 380,000;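 active = drop in luminescence signal, shown as inhibition above about 50% in the replicate tests, limit read from the data, passing the limit was not always enough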;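 also: agonist challenge used bursicon conditioned medium at about half maximal strength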
* = called active by the depositor; x = no result given. These rows are one share of the data, so the mix of outcomes need not match the whole.

| smiles | S100A4 inh HTS | PGC1a acetyl inh | Xi reactivation | Cneo AK release | C2C12 statin | ERAP1 inh | SIRT5 inh | LGR2 inh |
| --- | --- | --- | --- | --- | --- | --- | --- | --- |
| CCOC(=O)c1cnc(C(F)(F)F)nc1Oc1ccccc1 | 1.2 | 4.5 | 0.0 | x | 1.3 | -0.1 | -3.4 | x |
| N#C[C@@H]1[C@@H](c2ccc(C#CC3CCCC3)cc2)[C@H](CO)N1C(=O)c1cccc(F)c1 | 40.9 | 4.9 | -0.1 | x | x | 1.0 | 0.2 | 1.0 |
| CCC(=O)N[C@@H]1C=C[C@H](CC(=O)NCC2CC2)O[C@@H]1CO | 0.4 | 1.5 | -0.1 | x | x | 0.3 | -2.7 | 2.9 |
| CN(CC(=O)Nc1ccccc1Cl)C(=O)CSc1nnc(N)s1 | -5.6 | -3.8 | 0.2 | 0.2 | -13.6 | 2.1 | -2.1 | 5.7 |
| CCCCn1c(N)c(N(CCOC)C(=O)CN(C)S(=O)(=O)c2ccc(C)cc2)c(=O)[nH]c1=O | -0.5 | x | -0.1 | x | x | 14.0 | -6.2 | -15.2 |
| COc1ccc(Cl)cc1N(CC(=O)Nc1ccccc1C(=O)N1CCCC1)S(C)(=O)=O | -7.6 | x | 0.2 | 0.0 | -2.8 | 2.2 | -9.4 | 24.2 |
| C[C@H]1CCCCO[C@@H](CN(C)Cc2ccc(C(F)(F)F)cc2)[C@@H](C)CN([C@@H](C)CO)C(=O)c2cc(N(C)C)ccc2O1 | -13.8 | 4.5 | -1.1 | 3.5 | x | 3.7 | 6.1 | 2.0 |
| COc1ccc(Cc2nc3ccccc3n2C)cc1 | -3.2 | 4.4 | -0.1 | x | x | 0.4 | 0.4 | -8.3 |
| COc1ccc2c(/C=N/Nc3ccc(C(=O)O)cc3)c[nH]c2c1 | -16.6 | 3.8 | 0.0 | -3.4 | -12.4 | 3.5 | 6.8 | -115.2 |
| O=C(CN1CCN(C(=O)c2cccc(S(=O)(=O)N3CCCC3)c2)CC1)Nc1ccccc1Cl | 3.8 | -4.8 | 0.2 | 1.9 | 1.3 | -2.5 | -1.4 | -8.9 |
| C#CCCOC(=O)N1C2=NC(C(=O)OC)=C(C(=O)OC)[C@@H]3N(C)c4ccc(OC)cc4[C@]23C[C@H]1C(=O)OC | 0.5 | 0.0 | 0.1 | -1.5 | -2.9 | 2.0 | -6.1 | -15.0 |
| O=[N+]([O-])c1ccc(/C=N/n2c(-c3ccccc3)n[nH]c2=S)cc1 | -3.1 | 12.9 | 0.0 | 0.8 | 5.4 | 1.5 | -1.2 | -17.5 |
| COc1ccccc1-c1nc(SCC(=O)N(C)c2ccccc2)c2c(=O)n(C)c(=O)n(C)c2n1 | -5.1 | -2.7 | 0.2 | 7.3 | -10.8 | -3.3 | -7.7 | 6.7 |
| COc1ccc(C(=O)Nc2ccc3c(c2)OC[C@@H](C)N(C)C[C@H](C)[C@H](OC)CN(C)C3=O)cc1 | 9.5 | x | 0.1 | 11.4 | -13.9 | -0.3 | -1.6 | -2.4 |
| CCn1c(-c2ccncc2)n[nH]c1=S | -1.7 | 3.4 | 0.1 | -0.7 | x | -1.8 | -4.5 | x |
| CCN(CC)C(=O)c1ccc(S(=O)(=O)Cc2ccc(C)cc2)c([N+](=O)[O-])c1 | 3.0 | -15.1 | 0.1 | 0.8 | 2.6 | 2.2 | 0.1 | 3.5 |
| C[C@H](CO)N1C[C@H](C)[C@@H](CN(C)S(=O)(=O)c2ccc(Cl)cc2)OCCCC[C@H](C)Oc2ccc(NC(=O)Nc3ccccc3)cc2C1=O | 0.0 | -2.1 | 0.3 | -1.1 | x | 1.0 | 4.6 | 2.6 |
| C=CCNCc1ccccc1[N+](=O)[O-] | -3.9 | -6.3 | 0.1 | 1.0 | 0.2 | 1.5 | x | -1.5 |
| Cc1nnc2n1NC(c1ccc(Cl)cc1)C(C(=O)N1CCC(C)CC1)S2 (configuration not stated) | 5.4 | x | x | 0.5 | -8.9 | 0.0 | 0.2 | 1.3 |
| CC1CCC2(CC1)NC(=O)N(CC(=O)Nc1ccc(N3CCCCC3)cc1)C2=O (configuration not stated) | 29.8 | -2.0 | 0.0 | 0.3 | -0.1 | -0.1 | x | -4.5 |
| COCc1cn(CC[C@H]2CC[C@@H](NC(=O)Nc3ccccc3)[C@@H](CO)O2)nn1 | 21.6 | 0.7 | 0.4 | 37.9 | -5.2 | -8.1 | 4.9 | -8.8 |
| C[C@H](CO)N1C[C@H](C)[C@H](CN(C)Cc2ccc(Oc3ccccc3)cc2)Oc2ccc(NC(=O)NC3CCCCC3)cc2C1=O | -9.3 | x | -1.1 | -4.6 | -306.8 | 5.8 | 6.7 | -1.7 |
| COc1ccc(S(=O)(=O)Nc2ccc3c(c2)C(=O)N([C@@H](C)CO)C[C@@H](C)[C@H](CN(C)C(=O)Nc2ccc4c(c2)OCO4)OCCCC[C@H](C)O3)cc1 | -5.9 | -12.1 | -0.1 | -2.1 | x | 1.6 | 3.6 | -9.1 |
| CCOC(=O)C1(Cc2cccc(OC)c2)CCN(CC(O)CO)CC1 (configuration not stated) | -20.0 | -2.8 | 0.5 | -2.5 | x | x | 6.6 | 8.6 |
| COc1ccc(N(C(=O)c2ccccc2OC)C2C=CS(=O)(=O)C2)c(OC)c1 (configuration not stated) | -7.1 | 4.5 | x | -2.0 | 19.9 | -0.2 | -4.5 | -0.7 |
| CCc1ccccc1OCC(=O)Nc1ccc(F)c(S(=O)(=O)N2CCOCC2)c1 | -0.4 | x | 0.1 | x | x | 1.8 | 0.5 | -26.0 |
| CCC(CO)Nc1ccc(-c2nn(C)c(=O)c3ccccc23)cc1[N+](=O)[O-] (configuration not stated) | 0.5 | x | 0.0 | x | x | -4.9 | -4.8 | -3.4 |
| CC(=O)c1cc(F)ccc1OCC(=O)Nc1ccc2c(c1)OCO2 | 4.6 | 2.6 | -0.1 | -1.5 | 5.3 | 2.9 | 0.2 | -50.2 |
| Cc1ccc(C(=O)COC(=O)CNC(=O)CNC(=O)c2ccc(C)cc2)cc1 | x | 0.9 | 0.0 | 2.7 | 14.0 | x | x | -4.8 |
| COCC(=O)N[C@@H]1CC[C@@H](CC(=O)NCc2ccccc2OC)O[C@H]1CO | 4.2 | -13.4 | 0.2 | 0.1 | 13.1 | 1.3 | 2.1 | -2.8 |
| COCCNC(=O)C[C@H]1C[C@@H]2c3cc(NC(=O)NC4CCCCC4)ccc3O[C@@H]2[C@@H](CO)O1 | 8.0 | 0.7 | 0.1 | 1.0 | 3.1 | -0.9 | -3.4 | 8.9 |
| C[C@@H]1CN([C@H](C)CO)C(=O)c2cccc(NC(=O)Nc3ccc(C(F)(F)F)cc3)c2O[C@@H]1CN(C)S(=O)(=O)c1ccccc1 | x | 13.9 | -0.7 | x | -20.4 | x | x | -6.5 |
| Brc1cc(Br)c(Oc2cc(Br)c(Br)cc2Br)cc1Br | -5.0 | 1.4 | x | 0.2 | -29.1 | 1.6 | x | 16.8 |
| O=S(=O)(NCc1ccncc1)c1ccc(S(=O)(=O)NCC2CCCO2)cc1 (configuration not stated) | -4.4 | 14.8 | x | x | x | 5.1 | -3.5 | 11.0 |
| CNC[C@@H]1OCCCC[C@@H](C)Oc2ccc(N(C)C)cc2C(=O)N([C@H](C)CO)C[C@H]1C | -44.2 | -2.7 | -0.4 | -1.4 | 5.9 | 2.2 | 0.5 | 0.2 |
| O=C(C[C@H]1C=C[C@@H](NC(=O)Nc2ccc3c(c2)OCO3)[C@@H](CO)O1)NCc1ccc(F)cc1 | 1.4 | -2.2 | -0.1 | x | x | 1.5 | 0.3 | -23.2 |
| CCc1ccc2[nH]c3nc(SCC(=O)NCC4CCCO4)nnc3c2c1 (configuration not stated) | 0.7 | -7.6 | -0.1 | -0.2 | 16.0 | -2.1 | 1.9 | 17.0 |
| Cc1c(C(=O)N2CCc3ccccc3C2)oc2ccc(Br)cc12 | -10.0 | 9.4 | 0.1 | -1.5 | 17.2 | -0.5 | -2.7 | -4.7 |
| COc1ccc(CCNC(=O)c2ccc3c(=O)n(Cc4ccco4)c(=S)[nH]c3c2)cc1OC | 9.6 | -0.2 | x | -0.1 | 20.9 | 0.8 | -1.4 | 20.4 |
| Cc1nnc(NC(=O)C(C)Sc2nnc(CCNC(=O)c3ccccc3F)n2C)s1 (configuration not stated) | -1.9 | x | 0.0 | -4.7 | -1.8 | -0.7 | 3.9 | 5.6 |
| Cc1sc2c(c1C)C(=O)NC(c1ccccc1F)N2 (configuration not stated) | -1.8 | x | 0.2 | x | x | 3.6 | 1.8 | -37.1 |
| CCN(C(=O)CSc1nnc(-c2ccccc2)n1C)C1CCS(=O)(=O)C1 (configuration not stated) | -3.2 | -2.0 | 0.2 | 1.0 | 4.3 | -0.2 | -1.0 | 5.6 |
| COc1cc(OC)cc(C(=O)NCC2CCCN(C(=O)c3oc(C)cc3C)C2)c1 (configuration not stated) | -1.2 | 0.6 | 0.2 | 0.1 | 18.9 | -1.6 | -6.4 | -13.1 |
| CC1CCCCC12NC(=O)N(CC(=O)N1CCN(c3ncccn3)CC1)C2=O (configuration not stated) | -0.9 | -9.2 | -0.9 | -0.4 | -4.3 | 6.2 | 4.5 | 3.3 |
| COCc1cn(CC[C@@H]2CC[C@H](NC(=O)CCN3CCCCC3)[C@@H](CO)O2)nn1 | -1.6 | 3.6 | 0.1 | -3.4 | -0.9 | -7.3 | -0.5 | -5.9 |
| Cc1ccc2[nH]c(=O)c(CN(Cc3ccco3)C(=O)c3ccncc3)cc2c1 | 2.7 | -0.4 | x | x | -45.4 | 3.7 | -1.1 | -3.8 |
| COc1ccc2ccccc2c1/C=N/Nc1ccc(Cl)c(C(=O)O)c1 | 4.5 | x | 0.0 | 1.1 | -12.1 | 1.5 | 7.4 | 9.1 |
| CCOc1ccc(NC(=O)CCNS(=O)(=O)c2ccc3c(c2)CC(C)N3C(C)=O)cc1 (configuration not stated) | -13.9 | -5.7 | 0.2 | -0.1 | -6.6 | -3.5 | -3.5 | -13.2 |
| Nc1cc(=O)[nH]c(N2CCN(c3ccccc3)CC2)n1 | 4.5 | -3.6 | 0.0 | x | x | 10.9 | 0.6 | 7.6 |
| Cc1ccc(S(=O)(=O)Nc2cccc3c2O[C@H](CN(C)CC2CC2)[C@@H](C)CN([C@@H](C)CO)C3=O)cc1 | 11.4 | x | 0.1 | 18.0 | 9.5 | 3.2 | -3.5 | -6.4 |
| COc1ccc(NC(=S)NNC(=O)c2ccccc2OC(F)F)cc1 | x | 0.3 | x | -2.1 | -2.3 | x | x | 9.2 |
| CCCN(CC(=O)Nc1ccccc1OC)C(=O)c1ccc(S(=O)(=O)Nc2ccccc2)cc1 | -3.2 | -8.2 | 0.3 | 1.1 | 12.0 | 0.8 | 0.3 | 9.8 |

One compound at a time, as listed above:
Record of `Cc1nnc(NC(=O)C(C)Sc2nnc(CCNC(=O)c3ccccc3F)n2C)s1` (configuration not stated) = S100A4 inh HTS = -1.9; PGC1a acetyl inh = x; Xi reactivation = 0.0; Cneo AK release = -4.7; C2C12 statin = -1.8; ERAP1 inh = -0.7; SIRT5 inh = 3.9; LGR2 inh = 5.6
Record of `O=[N+]([O-])c1ccc(/C=N/n2c(-c3ccccc3)n[nH]c2=S)cc1` = S100A4 inh HTS = -3.1; PGC1a acetyl inh = 12.9; Xi reactivation = 0.0; Cneo AK release = 0.8; C2C12 statin = 5.4; ERAP1 inh = 1.5; SIRT5 inh = -1.2; LGR2 inh = -17.5
